From PubChem
SR-BI DiI-HDL act = SR-BI HDL lipid transfer activation. activation, % at 12.5 µM. CHO ldlA[mSR-BI] cells, DiI-HDL uptake fluorescence, 3 h; 100 = double the neutral-control signal. 320,000 compounds, 0.096% hits;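 active = mean replicate activation of at least 60% and every replicate at or above 60%; inconclusive = mean or all-replicate condition met, but not both; inactive = mean below 60% and not all replicates reaching 60%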;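 also: 0% = median plate neutral-control signal and 100% = twice that signal; values of inactives mirror those of a sister screen read the other way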
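Test system: SR-BI-overexpressing, LDLR-lacking CHO cells; Also added: labelled HDL, 10 µg/mL; Measured by: bottom-read cell fluorescence after medium removal, ex 550/em 595 nm; Timing: 3 h uptake period with compound, 37 °C; Buffer or medium: F12, 0.5% BSA, 25 mM HEPES; Doses: single compound concentration, delivered by pin transfer.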
PfHsp90 set2 = reduces growth (ATP signal) of yeast expressing P. falciparum Hsp90; S. cerevisiae expressing PfHsp90, BacTiter-Glo ATP, 48 h; yeast lacking PDR1 and PDR3 efflux regulators; inhibition, % at 9.4 µM; 310,000 compounds, 0.32% hits; AID 504621;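 active = every replicate shows inhibition above about 80%, whatever the replicate mean, limit read from the data; inconclusive = mean inhibition reaches the set limit but some replicate falls short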;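 also: 0% = DMSO neutral controls and 100% = 20 µM radicicol positive controls; yeast relying on Plasmodium falciparum Hsp90 in place of its own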
CAL PDZ FP-1 = blocks peptide binding to human CAL PDZ domain; purified CAL PDZ, TMR-peptide fluorescence polarization, 1 h; inhibition, % at 20 µM; AID 504414; 330,000 compounds, 0.02% hits; Q9HD26;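 active = highest replicate inhibition of at least 40%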;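 also: plate controls were DMSO neutral control wells for no effect and unlabeled competitor peptide control wells for full effect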
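Material – purified CerCALP PDZ construct · Detection – FP readout, S and P plane fluorescence · Measure – percent inhibition from loss of millipolarization · Controls – unlabelled peptide for full inhibition, DMSO wells as neutral · Probe or stimulus – TMR-labelled reporter peptide T*-PRC34 bound in PDZ groove · Times – 1 h at RT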
dFosB act = mouse delta FosB homodimer activation | P13346 | purified delta FosB, TAMRA-CDK5 oligo fluorescence polarization; percent of positive-control signal above neutral wells | activation, % at 25 µM | 340,000 compounds, 0.99% hits | AID 493131;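 active = mean activation above about 17%, with every replicate also reaching it, limit read from the data, passing the limit was not always enough; inconclusive = only one of the two conditions met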;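 also: fluorescence polarization rise as delta FosB binds a TAMRA Cdk5 AP-1 oligo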
PvdQ inh = blocks Pseudomonas aeruginosa PvdQ acylase activity. AID 488965. 340,000 compounds, 0.063% hits. purified PvdQ acylase, fluorescence plate reader. inhibition, % at 10 µM; in the data active = inhibition above about 30%, passing the limit was not always enough; inconclusive = no clear call, values can overlap the other calls;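 also: 0% = vehicle neutral wells and 100% = reference inhibitor wells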
SR-BI HDL uptake = inhibitors of mouse SR-BI mediated HDL lipid uptake; inhibition, % at 12.5 µM; 320,000 compounds, 0.96% hits; ldlA[mSR-BI] CHO cells, DiI-HDL uptake fluorescence, 3 h; Q61009;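 active = mean replicate inhibition of at least 70% and a set share of replicates each scoring 70 or more; inconclusive = meets just one of the two criteria; inactive = fails both criteria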;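 also: 0% = median of neutral control wells and 100% = median of positive control wells; values of inactives mirror those of a sister screen read the other way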
Target sequence (Q61009 whole entry, looked up): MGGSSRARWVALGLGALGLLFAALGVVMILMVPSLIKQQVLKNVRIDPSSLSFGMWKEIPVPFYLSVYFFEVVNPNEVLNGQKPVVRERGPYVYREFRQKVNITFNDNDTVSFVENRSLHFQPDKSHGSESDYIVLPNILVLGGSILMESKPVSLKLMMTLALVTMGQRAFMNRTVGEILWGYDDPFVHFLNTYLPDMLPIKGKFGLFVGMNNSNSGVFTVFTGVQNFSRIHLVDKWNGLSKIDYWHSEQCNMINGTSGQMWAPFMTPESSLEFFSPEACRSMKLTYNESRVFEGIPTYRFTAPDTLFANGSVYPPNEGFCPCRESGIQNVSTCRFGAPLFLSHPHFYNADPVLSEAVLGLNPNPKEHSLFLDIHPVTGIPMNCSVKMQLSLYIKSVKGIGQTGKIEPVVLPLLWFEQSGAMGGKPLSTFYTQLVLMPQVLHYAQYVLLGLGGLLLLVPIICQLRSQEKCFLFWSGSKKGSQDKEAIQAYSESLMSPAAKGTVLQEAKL
MITF TRPM1 HTS = activators of MITF-driven TRPM1 promoter activity in SK-MEL-5 cells; 300,000 compounds, 0.75% hits; activation, % at 12.5 µM; SK-MEL-5 TRPM1-promoter luciferase, 24 h; % of positive control, neutral wells = 0; AID 588334;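 active = mean activation of at least 80% with every replicate also reaching 80%; inconclusive = mean reaches 80% but some replicate falls short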;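 also: 0% = neutral control wells and 100% = parthenolide positive control wells; values of inactives mirror those of a sister screen read the other way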
Rtt109 HAT inh = C. albicans Rtt109 histone acetyltransferase inhibition; Q5AAJ8; purified Rtt109/Vps75, ThioGlo CoA-SH fluorescence, 4 h; inhibition, % at 34.9 µM; 330,000 compounds, 0.16% hits;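 active = inhibition of at least 50% in every replicate; inconclusive = best replicate reaches 50% inhibition but some replicates fall short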
Target sequence (Q5AAJ8 whole entry, looked up): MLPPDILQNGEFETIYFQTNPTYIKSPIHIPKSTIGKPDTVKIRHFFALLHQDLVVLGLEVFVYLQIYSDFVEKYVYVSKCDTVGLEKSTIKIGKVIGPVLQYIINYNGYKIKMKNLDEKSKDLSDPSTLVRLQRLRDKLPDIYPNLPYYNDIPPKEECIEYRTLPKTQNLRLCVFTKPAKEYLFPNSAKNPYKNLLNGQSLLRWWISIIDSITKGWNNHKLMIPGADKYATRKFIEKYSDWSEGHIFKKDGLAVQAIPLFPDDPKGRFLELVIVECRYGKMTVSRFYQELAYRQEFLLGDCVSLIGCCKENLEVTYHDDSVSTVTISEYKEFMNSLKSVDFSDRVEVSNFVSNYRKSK
CAL PDZ FP-2 = inhibitors of human CAL PDZ peptide binding; purified CAL PDZ, TMR-peptide fluorescence polarization, 1 h; inhibition, % at 24.9 µM; 300,000 compounds, 0.92% hits; AID 602252;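 active = mean inhibition of at least 30% with at least half of replicates also reaching 30%; inconclusive = no clear call, values can overlap the other calls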;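 also: 0% = DMSO neutral control and 100% = excess unlabeled competitor peptide PRC23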
NSD2 HMT inh = NSD2 (human) methyltransferase inhibition; O96028; NSD2 peptide methylation, AlphaScreen, 120 min; inhibition, % at 12.5 µM; 310,000 compounds, 0.54% hits; AID 743445; in the data active = inhibition above about 50%
* marks the source's active call; other numbers are inactive results; u = inconclusive; x = no result given; + = active, no number. No enrichment for hits; any-hit rate near 4.3%.

SMILES | SR-BI DiI-HDL act | PfHsp90 set2 | CAL PDZ FP-1 | dFosB act | PvdQ inh | SR-BI HDL uptake | MITF TRPM1 HTS | Rtt109 HAT inh | CAL PDZ FP-2 | NSD2 HMT inh
CC(NCCc1ccc(S(N)(=O)=O)cc1)C(=O)NCc1ccccc1 (configuration not stated) | 10 | 12 | -0.7 | -3 | 2 | -10 | 5 | 0 | -3 | -3
Cc1nnc(NC(=O)c2cccc(S(=O)(=O)N3CCOCC3)c2)s1 | 3 | -6 | -1.2 | -13 | -8 | -3 | -9 | -2 | x | -1
CCOc1ccccc1NC(=O)C(=O)CC(=O)c1cccc(OC)c1 | -5 | 17 | -0.9 | -13 | -10 | 5 | -7 | 7 | 1 | 3
Cc1ccccc1NC(=O)C1C2CC/C=C\CCC21 (configuration not stated) | 22 | -21 | -0.9 | -1 | -12 | -22 | 8 | 1 | -3 | 0
COc1ccc(CN2CCCC(N3CCN(c4cccc(Cl)c4)CC3)C2)cc1OC (configuration not stated) | 0 | -5 | 28 | -2 | -13 | 0 | x | -4 | 4 | 13
NC(=O)C1Cc2ccccc2CN1C(=O)c1cccc(Oc2ccccc2)c1 (configuration not stated) | 0 | 3 | -0.6 | -18 | -16 | 0 | 1 | 11 | -5 | 6
Cc1nn(C)cc1C(=O)NNC(=S)Nc1ccccc1 | 15 | 14 | -1.3 | 2 | 10 | -15 | 38 | -5 | 4 | -1
CCOC(=O)[C@H]1[C@H]2COc3ccccc3[C@@H]2N2C(=O)CN(Cc3ccccc3)C(=O)[C@@]12C | 2 | -8 | -1.0 | 0 | -5 | 0 | 1 | -3 | 0 | x
CS(=O)(=O)c1ccccc1C(=O)Nc1cc(Cl)ccc1-n1cncn1 | -10 | -5 | -2.0 | 7 | 4 | 10 | -2 | 3 | -1 | 1
COC(=O)c1cccc(N(CC(=O)NC2CCCC2)C(=O)CCC(=O)Nc2cc(C)on2)c1 | x | 21 | -1.6 | -4 | -14 | x | 0 | 7 | 0 | -2
COc1cc2[nH]c(=O)n(CCCC(=O)N3CC=C(c4ccccc4)CC3)c(=O)c2cc1OC | -10 | x | -1.1 | -18 | -3 | 10 | x | -1 | -4 | 1
CCOc1ccc(C(c2c(NC(=O)c3ccccc3)sc(C)c2C)N2CCN(CCO)CC2)cc1 (configuration not stated) | 16 | -4 | -0.1 | -15 | -11 | -16 | 6 | -8 | 0 | -1
COc1ccccc1-n1cnnc1SCC(=O)NCc1cccs1 | -3 | -19 | -1.1 | 4 | -12 | 3 | 0 | 0 | -6 | -1
Cc1cc(C)c(NC(=O)CSc2nccn2C)c(C)c1 | -1 | 7 | 0.2 | 4 | 8 | 1 | 3 | 7 | 3 | 0
O=C(CCn1c(=O)[nH]c2ccsc2c1=O)N1CCN(Cc2ccc3c(c2)OCO3)CC1 | 13 | 31 | -2.6 | -10 | -20 | -13 | x | 4 | -2 | 0

Some of the entries so far, as labelled records.
compound: CS(=O)(=O)c1ccccc1C(=O)Nc1cc(Cl)ccc1-n1cncn1
  SR-BI DiI-HDL act: -10; PfHsp90 set2: -5; CAL PDZ FP-1: -2.0; dFosB act: 7; PvdQ inh: 4; SR-BI HDL uptake: 10; MITF TRPM1 HTS: -2; Rtt109 HAT inh: 3; CAL PDZ FP-2: -1; NSD2 HMT inh: 1
compound: COC(=O)c1cccc(N(CC(=O)NC2CCCC2)C(=O)CCC(=O)Nc2cc(C)on2)c1
  SR-BI DiI-HDL act: x; PfHsp90 set2: 21; CAL PDZ FP-1: -1.6; dFosB act: -4; PvdQ inh: -14; SR-BI HDL uptake: x; MITF TRPM1 HTS: 0; Rtt109 HAT inh: 7; CAL PDZ FP-2: 0; NSD2 HMT inh: -2

Record cards, from the list above. Order of values: SR-BI DiI-HDL act, PfHsp90 set2, CAL PDZ FP-1, dFosB act, PvdQ inh, SR-BI HDL uptake, MITF TRPM1 HTS, Rtt109 HAT inh, CAL PDZ FP-2, NSD2 HMT inh
COC(=O)c1cccc(N(CC(=O)NC2CCCC2)C(=O)CCC(=O)Nc2cc(C)on2)c1 is listed as x, 21, -1.6, -4, -14, x, 0, 7, 0, -2
O=C(CCn1c(=O)[nH]c2ccsc2c1=O)N1CCN(Cc2ccc3c(c2)OCO3)CC1 is listed as 13, 31, -2.6, -10, -20, -13, x, 4, -2, 0
COc1ccc(CN2CCCC(N3CCN(c4cccc(Cl)c4)CC3)C2)cc1OC (configuration not stated) is listed as 0, -5, 28, -2, -13, 0, x, -4, 4, 13

Later entries
SMILES | SR-BI DiI-HDL act | PfHsp90 set2 | CAL PDZ FP-1 | dFosB act | PvdQ inh | SR-BI HDL uptake | MITF TRPM1 HTS | Rtt109 HAT inh | CAL PDZ FP-2 | NSD2 HMT inh
COc1cccc(NC(=O)COC(=O)C2CCN(S(=O)(=O)c3cccs3)CC2)c1 | 8 | 4 | 0.7 | -4 | -6 | -8 | 3 | -16 | -4 | 7
CCc1noc(C)c1C(=O)OCC(=O)N(CCOC)c1c(N)n(Cc2ccccc2)c(=O)[nH]c1=O | 1 | x | -2.8 | -8 | 2 | -1 | 19 | -4 | -3 | -1
C/C(=N\OCC(=O)N/N=C/c1ccccc1O)c1cccs1 | -1 | x | -1.0 | -8 | 5 | 1 | x | 1 | -3 | -5
COc1ccc(/C=N/NC(=O)c2[nH]c3ccc(Br)cc3c2-c2ccccc2)cc1 | -8 | 2 | -2.3 | 2 | -13 | 8 | -65 | -3 | -1 | 2
Nc1c(C(=O)NC2CCCC2)c2nc3ccccc3nc2n1/N=C/c1cccnc1 | u | -4 | -3.6 | -6 | -19 | -70 | -1 | -12 | -1 | -2
COc1ccc(OC)c(N(CC(=O)NCCSCc2ccc(C)cc2)S(C)(=O)=O)c1 | -30 | -2 | -13 | -13 | 7 | 30 | -10 | 12 | -4 | -1
OCCNCc1cc(Br)ccc1OCc1ccc(Cl)cc1 | -8 | 21 | -1.5 | -4 | -11 | 8 | 24 | 6 | x | 4
Cc1nn(-c2nc3ccccc3[nH]2)c(=O)c2ccccc12 | -1 | 90* | -1.8 | -13 | -3 | 1 | -96 | -18 | 2 | -4
COCCn1c(SCC(=O)NCC(c2ccccc2)N(C)C)nc2sc3c(c2c1=O)CCC3 (configuration not stated) | u | -12 | -1.6 | -7 | -8 | -149 | 6 | 5 | -4 | 2
CCc1ccc(C(C(=O)NC(C)(C)CC)N(Cc2ccco2)C(=O)Cn2nnc3ccccc32)cc1 (configuration not stated) | -13 | 13 | -1.2 | -9 | 1 | 13 | 1 | 4 | -3 | -2
O=C(NCCN1CCCCC1)/C(=C/c1ccco1)NC(=O)c1ccccc1 | x | 11 | 0.5 | -1 | 8 | x | -10 | 6 | x | 79*
CC1=NN(c2ccccc2)C(=O)C1C=Nc1ccccc1O (configuration not stated) | x | -7 | -2.4 | -6 | -15 | x | -11 | 5 | -2 | 3
COC(=O)c1c(C)n(-c2ccccc2)c2ccc(O)cc12 | -17 | 10 | -1.0 | 0 | -13 | 17 | x | 3 | -2 | -1
CC12CC(NC(=O)N1c1cccc(C(=O)N3CCN(c4ccccc4F)CC3)c1)c1ccccc1O2 (configuration not stated) | -9 | -84 | -1.8 | -15 | -6 | 9 | x | 1 | -4 | -1
CN(CC(=O)Nc1ccc(Cl)cc1)S(=O)(=O)c1ccc2c(c1)n(C)c(=O)c(=O)n2C | 9 | 0 | -1.4 | 12 | -8 | -9 | 1 | 5 | + | -9
CCO[C@H]1OC(C(=O)O)=C[C@@H](c2cn(C(C)=O)c3ccccc23)[C@@H]1CCCO | 7 | -6 | 1.5 | -3 | -2 | -7 | 11 | 13 | -2 | x
O=C(NCc1cccs1)C1CC(c2ccc(F)cc2)=NO1 (configuration not stated) | 10 | -7 | -2.7 | -1 | 22 | -10 | 15 | x | -3 | x
COc1ccc(CNC(=O)CN2C(=O)C3CCCN3c3ncc(Cl)cc32)cc1 (configuration not stated) | -34 | -3 | -3.4 | -7 | 1 | 34 | 5 | 1 | 0 | -1
COc1ccccc1OCCCOc1ccc([N+](=O)[O-])cc1Cl | -45 | -28 | 0.4 | -5 | -18 | 45 | x | -4 | -9 | 0
CCN(CC(=O)Nc1c(F)cccc1F)C(=O)c1ccc(C#N)cc1 | -2 | -6 | -1.0 | 2 | -5 | 2 | -8 | x | -5 | -2
COc1cc2cc(C(=O)N3CCC(Cc4ccccc4)CC3)[nH]c2cc1OC | 10 | 7 | -0.7 | 1 | 8 | -10 | 14 | -2 | -3 | -2
O=c1c(CN2CCN(c3ccccn3)CC2)coc2ccccc12 | 13 | 7 | -2.3 | -10 | 9 | -13 | 9 | x | 2 | 0
CC(C)(C)OC(=O)N1CCCC(C(=O)Nc2cccc(C(=O)N3CCCCC3)c2)C1 (configuration not stated) | 16 | 19 | -4.5 | -5 | -19 | -16 | -4 | 4 | -4 | x
OCC[C@@H]1C[C@H](O)[C@@H](O)[C@]2(Cc3ccccc3O2)O1 | 12 | -11 | 0.6 | 8 | -10 | -12 | 8 | -15 | -5 | x
Cc1ccc(OCC(=O)N2CCN(S(=O)(=O)c3ccc(Cl)s3)CC2)cc1C | -14 | x | -0.8 | -5 | 8 | 14 | 8 | -5 | -2 | -6
CSc1ccccc1OCc1cc(C(=O)N(Cc2nccn2C)C(C)C)no1 | -26 | -4 | -0.3 | -3 | -15 | 26 | 6 | -1 | -1 | 5
Cc1ccc(NC(=O)CN2CCCC2)cc1Br | 22 | -12 | -0.4 | -5 | 11 | -22 | x | 7 | -8 | 3
CCn1c(SCc2ccc(C(=O)Nc3cc(C)cc(C)c3)cc2)nnc1-c1ccncc1 | -67 | -7 | -1.6 | -5 | -11 | 67 | 10 | 6 | -4 | 0
O=C(CSc1nnc(NC(=O)c2c(F)cccc2F)s1)NCc1ccc(F)cc1 | -4 | x | -3.2 | 3 | 2 | 4 | 7 | 5 | 0 | 0
O=C(CCN1CCCC1)Nc1cccc(Br)c1 | 7 | -8 | 1.8 | -5 | 3 | -7 | -5 | -6 | -2 | 2
Cc1ccc(O)c(NC(=S)NC(=O)c2ccc(-c3ccc(Cl)cc3)o2)c1 | 42 | 122* | -1.4 | -1 | 3 | -42 | -8 | -2 | -2 | 1
Cc1ccc(/C=C/C(=O)O)cc1S(=O)(=O)N1CCc2ccccc2C1 | 9 | 12 | 0.0 | 1 | -11 | -9 | -3 | -2 | 0 | -2
